aSyn yeast inh = inhibitors of alpha-synuclein toxicity in yeast; Yeast expressing alpha-synuclein, growth rescue, BacTiter-Glo, 24 h; Potency, µM (highest dose often 46.1 µM), without a hit: top-dose growth rescue (activation), most hits filed as activators; actives 0.14% (n = 370,000); AID 652106; note: % of control where 0% means no effect; nearly all actives have a fitted effect of over 65% in size
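Galactose-induced alpha-syn yeast (OD600=0.02, raffinose-pregrown) + pinned cpd, 24 hr, 30 deg C; growth by BacTiter-Glo luminescence. Growth restoration scores as activation.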
EPAC1 agonist = activates human EPAC1 exchange factor; actives 0.073% (n = 360,000); O95398; EPAC1 agonist qHTS, biochemical assay; response scale: 100% = response to 6.5 mM cAMP; Potency, µM (series often up to 154 µM), for the others: top-dose activation, most hits filed as activators; note: nearly all actives have a fitted effect of over 60% in size
Target sequence (O95398 whole entry, looked up): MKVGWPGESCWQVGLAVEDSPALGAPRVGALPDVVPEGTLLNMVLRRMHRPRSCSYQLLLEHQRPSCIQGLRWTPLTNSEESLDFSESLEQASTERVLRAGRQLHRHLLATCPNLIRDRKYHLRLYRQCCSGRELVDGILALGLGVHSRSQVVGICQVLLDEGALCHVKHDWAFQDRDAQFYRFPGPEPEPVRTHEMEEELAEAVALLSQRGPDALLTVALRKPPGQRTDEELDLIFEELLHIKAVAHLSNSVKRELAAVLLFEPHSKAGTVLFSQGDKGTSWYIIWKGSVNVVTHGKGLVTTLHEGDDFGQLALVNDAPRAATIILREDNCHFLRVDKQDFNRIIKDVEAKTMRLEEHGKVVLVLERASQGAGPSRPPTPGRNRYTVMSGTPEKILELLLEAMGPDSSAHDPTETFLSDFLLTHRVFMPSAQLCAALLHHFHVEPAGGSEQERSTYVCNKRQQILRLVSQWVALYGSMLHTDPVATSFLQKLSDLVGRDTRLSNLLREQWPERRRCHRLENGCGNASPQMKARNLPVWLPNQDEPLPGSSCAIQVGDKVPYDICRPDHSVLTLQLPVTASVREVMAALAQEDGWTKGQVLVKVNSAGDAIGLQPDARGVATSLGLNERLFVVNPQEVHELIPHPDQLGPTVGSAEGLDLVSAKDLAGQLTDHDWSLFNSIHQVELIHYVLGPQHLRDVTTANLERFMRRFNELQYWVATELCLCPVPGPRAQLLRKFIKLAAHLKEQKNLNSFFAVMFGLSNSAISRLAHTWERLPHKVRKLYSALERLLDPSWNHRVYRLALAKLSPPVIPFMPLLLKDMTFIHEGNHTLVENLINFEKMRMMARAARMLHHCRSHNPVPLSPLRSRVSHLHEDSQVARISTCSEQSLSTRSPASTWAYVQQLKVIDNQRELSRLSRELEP
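Multi-concentration qHTS readout: loss of Rap1B-bound BODIPY-GDP fluorescence driven by 100 nM EPAC1 with excess GDP (50 uM), monitored kinetically at room temperature; agonist response expressed relative to 6.5 mM cAMP.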
PTHR1 ag = activates the human parathyroid hormone receptor PTHR1; HEK293 GP2 PTHR1 cells, GloSensor cAMP luminescence, 1 h; actives 0.075% (n = 410,000); Potency, µM (highest dose often 115 µM), for the others: top-dose activation, usual class: activators; Q03431; note: nearly all actives have a fitted effect of over 55% in size; some results filed as inactive show a strong effect at the top dose; inactives centre near -15; many of its hits are not listed in these tables
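HEK-293-derived GP2 cells expressing PTHR1 and a GloSensor cAMP reporter, 3,000/well, plated overnight, given luciferin plus IBMX (each 0.5 mM as added) for 1 h at 37 °C, then compound for 1 h at 37 °C. Luminescence was read after 15 min at room temperature.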
EPAC1 antag = EPAC1 (human) antagonism. actives 0.14% (n = 360,000). Potency, µM (series often up to 115 µM), for inactives: at the top dose activity change, negative = inhibition, hits mostly inhibitors. AID 720709. O95398. EPAC1 GEF assay, Rap1b-BODIPY-GDP exchange fluorescence;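 note: plate controls were vehicle for no effect and positive control for full effect; nearly all actives have a fitted effect of over 50% in size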
EPAC2 ag = agonists of human EPAC2 (RAPGEF4). EPAC2 activation, biochemical qHTS; response scale: 100% = 6.5 mM cAMP response. Q8WZA2. Potency, µM (highest dose often 154 µM), inactives show at the top dose activation, actives largely listed as activators. actives 0.079% (n = 360,000); note: nearly all actives have a fitted effect of over 50% in size
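Readout is BODIPY fluorescence (480 nm excitation, 540 nm emission), which falls as labeled GDP is exchanged off Rap1B. EPAC2 at 100 nM acted on 250 nM RAP1B-BODIPY-GDP with 50 uM GDP present.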
TDP43 rescue = rescues yeast growth from TDP-43 toxicity; actives 1.8% (n = 410,000); TDP-43 expressing yeast growth rescue, BacTiter-Glo, 24 h; AID 652104; Potency, µM (highest dose often 46.1 µM), without a hit: at the highest dose growth rescue (activation), hits mostly activators; note: % of control where 0% means no effect; nearly all actives have a fitted effect of over 50% in size
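Galactose-induced TDP-43 yeast, OD600=0.02, compound pinned; 24 hr, 30 deg C; BacTiter-Glo luminescence for growth. Inhibitors of TDP-43 toxicity read as activators.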
FUS yeast rescue = rescues growth of FUS-expressing yeast. S. cerevisiae FUS-expressing, growth rescue, OD600, 24 h. Potency, µM (doses to about 76.6 µM), for inactives: at the highest dose growth rescue (activation), most hits filed as activators. actives 0.24% (n = 390,000). AID 1347120;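 note: plate controls were DMSO vehicle for no effect and reference control for full effect; nearly all actives have a fitted effect of over 55% in size; some results filed as inactive show a strong effect at the top dose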
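Yeast expressing FUS under galactose induction, OD 0.005 in 2% galactose medium; compounds in a dilution series, 24 h at 30C. Growth rescue by absorbance at 600 nm; CP55940 positive control, DMSO negative.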
EPAC2 antag = EPAC2 (human) antagonism; Q8WZA2; EPAC2 GEF exchange of Rap1B-BODIPY-GDP, fluorescence; Potency, µM (titrated, usually from 114 µM), for inactives: at the highest dose activity, negative = inhibition, actives largely listed as inhibitors; actives 0.18% (n = 360,000); AID 720708; note: % is set by controls: 0 for no effect and ±100 for the full control effect; nearly all actives have a fitted effect of over 45% in size; many of its hits are not listed in these tables
The depositor's hits bear a star; i = inactive; u = inconclusive; x = no result given; & = joins results of further samples; [ ] = dose if it differs, or a comment. Calls come from the whole dose curve; as a rule, active = well fitted curve in the direction sought with a large enough effect; inconclusive = small, poorly fitted or top-dose-only effect, or another doubt; inactive = no such curve, though single readings can be large; an effect the other way counts as inactive or inconclusive. Potency is the fitted concentration of half-maximal effect. The list is partial; count on the stated rates, not on these rows.

Codes – A = aSyn yeast inh; B = EPAC1 agonist; C = PTHR1 ag; D = EPAC1 antag; E = EPAC2 ag; F = TDP43 rescue; G = FUS yeast rescue; H = EPAC2 antag
> CN(C)CCC1CCN(c2cc(C#N)c(C#N)cc2[N+](=O)[O-])CC1
  A: 2%	B: -2%	C: -21%	D: -17%	E: 1%	F: 15%	G: -10%	H: -11%
> O=C(Cc1ccc(Cl)cc1)c1ccc(O)cc1
  A: -20%	B: 12%	C: -23%	D: 3%	E: 4%	F: u	G: -26%	H: -5%
> Cc1ccsc1CN(C(=O)c1ccccc1)C1CCS(=O)(=O)C1 (centres undefined)
  A: 5%	B: -8%	C: i	D: 9%	E: 1%	F: 0%	G: 11%	H: 7%
> Cc1noc2ncnc(Oc3ccc(C(C)(C)C)cc3)c12
  A: 5%	B: 5%	C: -6%	D: -1%	E: -2%	F: 13%	G: -14%	H: 3%
> CS(=O)(=O)N(Cc1ccco1)CC(O)Cn1cc(C=O)c2ccccc21 (centres undefined)
  A: -2%	B: 10%	C: u	D: 28%	E: 9%	F: -20%	G: 7%	H: 3%
> Cn1c(=O)oc2cc(S(=O)(=O)NCCC(=O)NCc3ccccc3Cl)ccc21
  A: 0%	B: 13%	C: 19%	D: 13%	E: 11%	F: -4%	G: -9%	H: 1%
> CCN1C(=O)[C@H]2[C@H]3CN=C(SCc4ccc(C#N)cc4)N3[C@@](CC)(C(=O)OC)[C@H]2C1=O
  A: -3%	B: -7%	C: i	D: 8%	E: 7%	F: 17%	G: -24%	H: 5%
> CC[C@@H](NCCCn1cnc2c(SC)ncnc21)c1ccccc1
  A: 1%	B: 4%	C: i	D: 2%	E: 3%	F: 22%	G: -4%	H: 7%
> CCC(C)NC(=O)/C(=C/c1ccco1)c1ccccc1 (centres undefined)
  A: 9%	B: -5%	C: -20%[57.5 µM]	D: 7%	E: 4%	F: 12%	G: 10%	H: 11%
> COc1ccc(CS(=O)(=O)CC(C)(O)c2ccccc2Cl)cc1 (centres undefined)
  A: 11%	B: 6%	C: -10%	D: 4%	E: 8%	F: 11%	G: -16%	H: -23%
> COc1ccc(/C=C/c2cc(=O)c3cc(Cl)ccc3o2)cc1
  A: -20%	B: 4%	C: -7%	D: -23%	E: -13%	F: u	G: x	H: -24%
> COc1ccc(C(=O)N/C(=C\c2cn(C)c3ccccc23)C(=O)NCCCn2ccnc2)cc1OC
  A: -2%	B: 6%	C: 22%	D: 2%	E: -5%	F: 5%	G: -1%	H: -13%
> Cc1nnc(-c2cnn(C)c2N)n1Cc1ccc2c(c1)OCO2
  A: -9%	B: 14%	C: -4%	D: 1%	E: -5%	F: -5%	G: -10%	H: 2%
> O=C(O)C1CC(=O)N(c2ccc(OCc3ccc(Br)cc3)cc2)C1 (centres undefined)
  A: 4%	B: 1%	C: -17%	D: -7%	E: 5%	F: x	G: 15%	H: -9%
> Cc1ccc(OCc2nnc(SCC(=O)Nc3ccc4c(c3)OCCO4)n2Cc2ccco2)cc1
  A: 16%	B: 17%	C: -29%[57.5 µM]	D: -17%	E: 13%	F: u	G: 46%	H: -10%
> CCOc1ccc(C(=O)NNC(=O)C2CC(=O)N(c3ccc(C)cc3)C2)cc1 (centres undefined)
  A: -1%	B: 0%	C: -4%	D: -14%	E: 4%	F: 0%	G: 9%	H: -6%
> O=C1/C(=C/c2ccsc2)N2CCC1CC2
  A: 0%	B: 9%	C: -13%	D: -2%	E: 8%	F: -2%	G: 6%	H: -3%
> COCCNC(=O)Nc1ccc2nc(-c3cccs3)c(-c3cccs3)nc2c1
  A: 3%	B: 14%	C: -24%[57.5 µM]	D: -14%	E: 0%	F: 7%	G: u	H: -8%
> CCOC(=O)N1CCN(C(=O)CSCc2nc(-c3ccccc3C)oc2C)CC1
  A: -2%	B: 2%	C: 1%[57.5 µM]	D: -9%	E: -2%	F: 24%	G: 13%	H: -1%
> CCCNC(=S)NC1CC2CCCC(C1)N2Cc1ccc(F)cc1 (centres undefined)
  A: 7%	B: 7%	C: i	D: 5%	E: -2%	F: 1%	G: -13%	H: -11%
> CCCOc1ccc(CSC(=N)N)cc1C(=O)OC
  A: -7%	B: 6%	C: i	D: -11%	E: 3%	F: -3%	G: 4%	H: -2%
> CC(=O)Nc1ccc2ccccc2c1[N+](=O)[O-]
  A: -4%	B: -2%	C: -17%	D: -27%	E: 9%	F: -19%	G: -8%	H: 11%
> CC(=O)NS(=O)(=O)c1ccc(N)cc1
  A: -5%&-2%	B: -21%&-11%	C: -24%&-22%	D: 2%&5%	E: 10%&-3%	F: u	G: -29%&-40%	H: 3%&0%
> CNc1c(NC(=O)C2CCC(C)CC2)c(=O)oc2ccccc12 (centres undefined)
  A: 0%	B: -4%	C: -13%	D: -7%	E: -10%	F: -4%	G: 0%	H: -4%
> COc1ccccc1NC(=S)NC(C)=O
  A: 0%	B: 10%	C: i	D: -4%	E: 7%	F: u	G: 3%	H: 2%
> CC(Nc1nc(-c2ccc(F)cc2)cs1)c1nc2cc(Cl)c(N3CCCCC3)cc2n1CCOCCO (centres undefined)
  A: 2%	B: -6%	C: -22%	D: -14%	E: 12%	F: 15%	G: u	H: -7%
> O=C(NCCCn1ccnc1)C(=O)Nc1ccccc1
  A: -5%	B: 16%	C: -34%[inhibitor]	D: 12%	E: -6%	F: -13%	G: -11%	H: 5%
> CCNC(=O)COC(=O)c1cc(S(=O)(=O)N2CCCc3ccccc32)ccc1Cl
  A: -11%	B: 16%	C: -12%	D: 3%	E: 14%	F: 18%	G: 19%	H: -8%
> Cc1ccc(C(=O)N/C(=C\c2ccco2)C(=O)NCC2CCCO2)cc1C (centres undefined)
  A: -2%	B: -5%	C: -10%[57.5 µM]	D: -5%	E: 7%	F: 10%	G: 0%	H: -1%
> CCC(=O)N/N=C/c1ccc(-c2ccc([N+](=O)[O-])cc2)o1
  A: 3%	B: 3%	C: i	D: 5%	E: 3%	F: 12%	G: 1%	H: 4%
> Cc1ccc(S(=O)(=O)O/N=C2\CCCc3ccccc32)cc1
  A: -1%	B: 5%	C: i	D: 2%	E: 8%	F: -3%	G: 19%	H: -10%
> CCc1nc2c(OCc3ccccc3)cccn2c1N(C)C(=O)Nc1ccccc1OC
  A: -1%	B: -4%	C: 0%	D: -4%	E: 7%	F: 23%	G: 6%	H: 4%
> CC1(C(=O)Nc2ccc3c(c2)OCCO3)CSCC(=O)N1CCOc1ccccc1 (centres undefined)
  A: 2%	B: 5%	C: -36%[inhibitor]	D: 10%	E: 5%	F: 0%	G: 18%	H: 4%
> COc1ccccc1CN(C)C(=O)c1ccc(S(=O)(=O)NCc2ccco2)cc1
  A: 11%	B: 2%	C: -23%	D: -15%	E: 2%	F: 2%	G: 14%	H: 3%
> Cc1ccc(-c2nnc(-c3ccccc3)c(N3CCOCC3)n2)cc1
  A: -13%	B: 7%	C: i	D: 15%	E: 5%	F: -2%	G: 23%	H: 5%
> O=C(COC(=O)c1ccc(F)c(S(=O)(=O)N2CCOCC2)c1)NCCc1ccc(F)cc1
  A: -4%	B: 11%	C: -66%[inhibitor]	D: -9%	E: 6%	F: 10%	G: 8%	H: 1%
> CCCSc1ccc2nc(NC(=O)OC)[nH]c2c1
  A: 1%&-13%	B: -11%	C: -12%	D: 1%	E: -9%	F: 26%	G: -32%	H: 1%
> COc1ccccc1NC(=O)Cc1noc(CN(C)Cc2cccs2)n1
  A: -2%	B: 0%	C: i	D: 17%	E: 7%	F: -5%	G: 33%	H: 20%
> CN(CCc1ccccc1)C(CCc1ccccc1)C(=O)Nc1ccc2c(c1)OCCO2 (centres undefined)
  A: -6%	B: 11%	C: -12%	D: -4%	E: 16%	F: 5%	G: 6%	H: 4%
> CCOC(=O)c1nn(-c2ccc(OC)cc2)c(=O)c2c(N)scc12
  A: 6%	B: 5%	C: -8%[57.5 µM]	D: -1%	E: 7%	F: 1%	G: 50%	H: 5%
> Nc1ncnc2c1C(c1ccccc1)c1c(ccc3ccccc13)O2 (centres undefined)
  A: x	B: -3%	C: -7%	D: -18%	E: 6%	F: x	G: -14%	H: 13µM*
> O=c1cnnc(Nc2cccc(C(F)(F)F)c2)[nH]1
  A: 0%	B: 8%	C: -3%	D: 23%	E: 2%	F: -13%	G: 18%	H: -2%
> Nc1c(/C=C2/C=CC(=O)C(O)=C2)c(=O)nc2sc(CC(=O)N3CCCCC3)nn12
  A: -9%	B: -4%	C: -17%	D: 6%	E: 1%	F: -1%	G: 9%	H: 1%
> c1ccc(C(c2ccccc2)N2CCN(Cc3nc(-c4cnccn4)no3)CC2)cc1
  A: -1%	B: 3%	C: -25%	D: -8%	E: 3%	F: 4%	G: -35%	H: -3%
> CCCCOC(=O)CSc1nnc(N)s1
  A: -1%	B: -5%	C: i	D: 6%	E: 5%	F: -12%	G: 8%	H: -6%

Record cards, from the list above. Order of values: aSyn yeast inh	EPAC1 agonist	PTHR1 ag	EPAC1 antag	EPAC2 ag	TDP43 rescue	FUS yeast rescue	EPAC2 antag
`O=C(COC(=O)c1ccc(F)c(S(=O)(=O)N2CCOCC2)c1)NCCc1ccc(F)cc1` reads -4%	11%	-66%[inhibitor]	-9%	6%	10%	8%	1%
`Nc1c(/C=C2/C=CC(=O)C(O)=C2)c(=O)nc2sc(CC(=O)N3CCCCC3)nn12` reads -9%	-4%	-17%	6%	1%	-1%	9%	1%
`COc1ccccc1NC(=O)Cc1noc(CN(C)Cc2cccs2)n1` reads -2%	0%	i	17%	7%	-5%	33%	20%

(list continues)
Codes – A = aSyn yeast inh; B = EPAC1 agonist; C = PTHR1 ag; D = EPAC1 antag; E = EPAC2 ag; F = TDP43 rescue; G = FUS yeast rescue; H = EPAC2 antag
> Cc1ccc(C)c(S(=O)(=O)NCc2ccc(C(=O)N3CCN(c4ccccc4)CC3)cc2)c1
  A: 7%	B: 1%	C: -2%	D: u	E: 4%	F: 7%	G: 25%	H: -13%
> O=S(=O)(Nc1cccc(-c2nnco2)c1)c1ccc(Cl)cc1
  A: 1%	B: -8%	C: -26%	D: -10%	E: -2%	F: 0%	G: 23%	H: -4%
> O=C(c1ccc(Cl)c(S(=O)(=O)N2CCOCC2)c1)N1CCN(Cc2ccccc2)CC1
  A: 4%	B: 0%	C: -6%[57.5 µM]	D: -5%	E: 3%	F: -1%	G: -5%	H: 5%
> CCOC(=O)C1CCN(C(=O)CN2C(=O)C(C(C)C)Oc3ccccc32)CC1 (centres undefined)
  A: 5%	B: -3%	C: i	D: -8%	E: -4%	F: -13%	G: 10%	H: -7%
> CC(=NNC(=S)N1CC2CCC(CC2)C1)c1cnccn1
  A: -81%[inhibitor]	B: 4%	C: -11%	D: 8%	E: 10%	F: u	G: x	H: 10%

Compound activity (PubChem)
